Assay outcomes (PubChem BioAssay)
IL2 activator = qHTS of IL-2 Activators | IL-2 activation reporter assay, cell-based qHTS; stimulated with anti-CD3/CD4/CD28 beads; in transgenic mouse T cells | activation, % (series mostly up to about 46 µM) | hit rate 0.065% among 360,000; in the data active means activation above about 50%; inconclusive means mostly about 30% to 49%; further: 0% is about no effect
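Screening format: compound pinned onto unstimulated transgenic mouse T cells, 60 min incubation, then anti-CD3/anti-CD4/anti-CD28 bead stimulation for 18 hours at 37 degrees C, followed by EGFP and DsRed detection.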
PLK1 PBD block = qHTS for Inhibitors of PLK1-PDB (polo-like kinase 1 - polo-box domain): Primary Screen | Serine/threonine-protein kinase PLK1 (Homo sapiens), P53350 | hit rate 2.8% among 360,000 | Potency, µM, inactives show max response, negative = inhibition, usual class: inhibitors | Plk1 PBD binding of FITC phosphopeptide, fluorescence polarization; further: potency means the concentration at half of the fitted maximal effect; series mostly up to about 57 µM; on the % scale 0 is the no-effect control and ±100 the full control effect; nearly all actives have a fitted effect of over 65% in size
DRD3 antagonist = qHTS of D3 Dopamine Receptor Antagonist: qHTS | D(3) dopamine receptor (Homo sapiens), P35462 | D3R cells, DiscoveRx beta-arrestin luminescence, antagonist mode; hits give low values | max response, negative = inhibition, % | hit rate 2.5% among 360,000 | AID 652054, 2013; in the data active means max response below about -50%; inconclusive means no clear call, values can overlap the other calls; further: on the % scale 0 is the no-effect control and ±100 the full control effect; mostly tested at two doses, the higher about 12 µM
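Cells plated overnight at 1500 cells/well, then exposed to library compounds with dopamine controls for 90 minutes at 37 degrees C. DiscoveRx reagent added for 30–60 minutes at room temperature; luminescence read, quantitative HTS format.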
DRD3 agonist = qHTS of D3 Dopamine Receptor Agonist: qHTS. D(3) dopamine receptor (Homo sapiens), P35462. max activation, %. hit rate 0.58% among 410,000. D3R DiscoveRx beta-arrestin cells, luminescence, 90 min; in the data active means max activation above about 30%; further: 0% is about no effect; mostly tested at two doses, the higher about 12 µM
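Agonist mode: compounds and dopamine controls were applied to plated cells for 90 min at 37 degrees C after an overnight attachment at 1500 cells/well. Luminescent read-out followed 30 - 60 minutes at room temperature with DiscoveRx detection reagent.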
GLP-1R inv ag = qHTS of GLP-1 Receptor Inverse Agonists (Inhibition Mode). Glucagon-like peptide 1 receptor (Homo sapiens), P43220. HEK293 GLP-1R CRE-luciferase, luminescence, 24 h; GLP-1R form is constitutively active. Potency, µM (doses to about 38.3 µM), without a hit: top-dose activity change, negative = inhibition, most hits filed as inhibitors. hit rate 1.6% among 410,000. AID 624417, 2012; further: potency means the concentration at half of the fitted maximal effect; on the % scale 0 is the no-effect control and ±100 the full control effect; nearly all actives have a fitted effect of over 55% in size
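Inverse agonists were sought by their lowering of basal cAMP reporter luciferase output in HEK293 cells stably carrying constitutively active human GLP-1R, after 24 h compound treatment.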
WRN inhibitor = qHTS for Inhibitors of WRN Helicase | Bifunctional 3'-5' exonuclease/ATP-dependent helicase WRN (Homo sapiens), Q14191 | WRN helicase unwinding, fluorescent forked duplex, kinetic | Potency, µM (titrated, usually from 114 µM), for inactives: at the top dose activity change, negative = inhibition, actives largely listed as inhibitors | hit rate 0.46% among 360,000 | AID 651768, 2012; further: potency means the concentration at half of the fitted maximal effect; on the % scale 0 is the no-effect control and ±100 the full control effect; nearly all actives have a fitted effect of over 55% in size
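WRN at 20 nM final preincubated with compound 15 min at room temperature; reaction started with 100 nM fluorophore/quencher forked duplex oligonucleotide and 2 mM ATP final. Unwinding followed kinetically by red fluorescence (ex 525, em 598 nm).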
GLP-1R agonist = qHTS of GLP-1 Receptor Agonists; HEK293 GLP-1R CRE-luciferase, luminescence, 4-6 h; cells express a hypersensitive GLP-1R form; Potency, µM (top dose mostly 45.6 µM), for inactives: top-dose activation, actives largely listed as activators; hit rate 0.007% among 380,000; AID 624172, 2012; further: potency means the concentration at half of the fitted maximal effect; % of control where 0% means no effect
PI5P4Ka inh = qHTS for Inhibitors of phosphatidylinositol 5-phosphate 4-kinase (PI5P4K) | PI5P4Kalpha enzyme, ADP-Glo luminescence, 60 min; hits give low values | hit rate 1.2% among 330,000 | max response, % | Phosphatidylinositol 5-phosphate 4-kinase type-2 alpha (Homo sapiens), P48426; active means max response of -50% or lower; inconclusive means between -30% and -50%; inactive means -30% or higher; further: value at the top dose of about 77 µM; on the % scale 0 is the no-effect control and ±100 the full control effect
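Controls without substrate or without enzyme flank wells where PI5P4Kalpha converts substrate using 5 microM ATP (final). Incubation lasts 60 minutes at room temperature; ADP formed is read by ADP-Glo luminescence.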
HEK293 tox = qHTS of GLP-1 Receptor Inverse Agonists: Cytotox Screen. HEK293 cAMP-luciferase reporter cells, luminescence, 24 h. hit rate 0.13% among 410,000. Potency, µM (highest dose often 38.3 µM), inactives show at the highest dose activity change, negative = inhibition, most hits filed as inhibitors;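 further: loss of luciferase light is scored as toxicity; potency means the concentration at half of the fitted maximal effect; on the % scale 0 is the no-effect control and ±100 the full control effect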
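Here, cytotoxicity is scored as loss of luminescence. The MLSMR collection was tested on cells seeded in medium containing 10% Nu serum, with a 24 hr compound exposure preceded by 12 hours of culture.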
Starred values were filed as active, the others as inactive; ? = inconclusive; . = not tested or not shown; [ ] = dose if it differs, or a comment. Unless noted, the call rests on the fitted dose curve; in most records, active means well fitted curve in the direction sought with a large enough effect; inconclusive means small, poorly fitted or top-dose-only effect, or another doubt; inactive means no such curve, though single readings can be large; an effect the other way counts as inactive or inconclusive.

SMILES	IL2 activator	PLK1 PBD block	DRD3 antagonist	DRD3 agonist	GLP-1R inv ag	WRN inhibitor	GLP-1R agonist	PI5P4Ka inh	HEK293 tox
CCCCCc1c(-c2ccc(OC)cc2)ncn1CCc1ccccc1OC	-0.9	-3%	20	15	?	-7%	-6%	9	-28%
CN1C(=O)N(CC(=O)N2CCN(S(=O)(=O)Cc3ccccc3)CC2)C(=O)C12CCCCC2	1.3	-7%	4	3	1%	10%	-14%	4	-9%
O=C1CCCC/C=C\C[C@H](CC(=O)N(CCO)Cc2ccccc2)C(=O)N[C@@H](Cc2ccccc2)CO1	-0.3	-1%	-5	1	8%	-1%	13%	3	5%
CC[C@H](C)[C@H]1CNC(=S)N1CC1CCN(CCCCc2ccccc2)CC1	3.0	-4%	-65*	-45	-18%	4%	-5%	1	0%
CN(CC(=O)Nc1ccccc1Cl)C(=O)CN1C(=O)NC(c2ccccc2)(c2ccccc2)C1=O	0.1	2%	6	0	?	4%	-7%	5	5%
Brc1cccc(-c2nc3ccc(Br)cn3c2Cc2ccccc2)c1	-0.3	4%	8	1	-23%	0%	2%	-3	-11%
CCN(CC)S(=O)(=O)c1ccc2[nH]c(=O)cc(C(=O)Nc3ccc(C)cc3)c2c1	2.8	3%	-5	-9	-11%[7.66 µM]	10%	1%	2	-3%[7.66 µM]
CCOC(=O)c1cc(C)sc1NC(=O)CN1CCN(C(=O)C2CCCO2)CC1 (stereo not drawn)	-1.3	-15%	-3	4	31%[activator]	4%	-3%	12	0%
CC1CCC(NC(=O)C2c3ccccc3C(=O)N2Cc2ccc3c(c2)OCO3)CC1 (stereo not drawn)	-4.4	-22%	-11	-6	3%	-32%	6%	0	2%
COc1ccc(S(=O)(=O)N(C)C[C@@H]2Oc3c(NS(C)(=O)=O)cccc3C(=O)N([C@@H](C)CO)C[C@H]2C)cc1	-0.3	-19%	19	7	-3%	-6%	11%	0	-3%
COc1cc(/C=C(\C#N)C(=O)N2CCOCC2)ccc1OCc1ccccc1	0.7	-27%	-14	-4	-17%	-5%	5%	3	-15%
COc1ccc(/C=C\C(=O)NCC(=O)N/N=C/c2ccc(O)cc2O)cc1	-0.5	-25%	-7	4	?	-11%	-3%	-20	-12%
Cc1cc(S(=O)(=O)N2CCCOC2CNC(=O)C(=O)NCCCN2CCOCC2)ccc1F (stereo not drawn)	-1.7	2%	9	-1	16%	1%	-8%	7	1%
Cc1ccccc1Cn1c(=O)[nH]c2ccccc21	-3.0	4%	1	8	-10%	6%	2%	2	-14%
Cc1cccn2c(=O)c(/C=C3\SC(=S)NC3=O)c(NCCCN3CCOCC3)nc12	-2.2	14%	-25	-18	9%	-5%	3%	-11	0%
COc1ccccc1C(=O)N(Cc1nc(-c2cccc(C)c2)no1)C(C)C	.	.	.	4	?	.	4%	.	-4%
CC1(C)Cc2c(sc(NC(=O)c3ccc4ncsc4c3)c2C(N)=O)C(C)(C)N1	-2.9	0%	14	-1	74%[activator]	10%	20%	1	?
CCCN(C(=O)CSc1nc2cc(S(=O)(=O)N(CC)CC)ccc2o1)C1CCS(=O)(=O)C1 (stereo not drawn)	-3.8	-22%	-9	-15	?	-10%	5%	-1	-9%
CCCCCNCc1cccn1C	-3.4	-11%	?	-19	-1%	1%	0%	.	-5%
COc1ccc(CC(=O)c2ccc(O)cc2O)cc1	-0.3	-4%	-4	-5	7%	1%	4%	-3	1%

Overlap with the part before: 7 compounds, followed by the next part.
SMILES	IL2 activator	PLK1 PBD block	DRD3 antagonist	DRD3 agonist	GLP-1R inv ag	WRN inhibitor	GLP-1R agonist	PI5P4Ka inh	HEK293 tox
Cc1ccccc1Cn1c(=O)[nH]c2ccccc21	-3.0	4%	1	8	-10%	6%	2%	2	-14%
Cc1cccn2c(=O)c(/C=C3\SC(=S)NC3=O)c(NCCCN3CCOCC3)nc12	-2.2	14%	-25	-18	9%	-5%	3%	-11	0%
COc1ccccc1C(=O)N(Cc1nc(-c2cccc(C)c2)no1)C(C)C	.	.	.	4	?	.	4%	.	-4%
CC1(C)Cc2c(sc(NC(=O)c3ccc4ncsc4c3)c2C(N)=O)C(C)(C)N1	-2.9	0%	14	-1	74%[activator]	10%	20%	1	?
CCCN(C(=O)CSc1nc2cc(S(=O)(=O)N(CC)CC)ccc2o1)C1CCS(=O)(=O)C1 (stereo not drawn)	-3.8	-22%	-9	-15	?	-10%	5%	-1	-9%
CCCCCNCc1cccn1C	-3.4	-11%	?	-19	-1%	1%	0%	.	-5%
COc1ccc(CC(=O)c2ccc(O)cc2O)cc1	-0.3	-4%	-4	-5	7%	1%	4%	-3	1%
COc1ccccc1C(=O)NC(CCSC)C(=O)NCc1ccncc1 (stereo not drawn)	-2.4	-5%	24	0	29%	8%	-7%	-3	-18%
Cc1nc(NCCc2ccccc2F)c(C#N)c(C)c1[N+](=O)[O-]	0.0	-2%	0	0	?	-14%	1%	12	6%
Cc1cc(C)n2nc(SC3CCCCN(C(=O)c4ccc(F)cc4)C3=O)nc2n1 (stereo not drawn)	1.3	-9%	7	-12	-2%	-13%[57.1 µM]	16%	4	-10%
CCOc1cc(C2C(C(=O)c3ccc(C)cc3)=C(C(=O)OC)Nc3nnnn32)ccc1O (stereo not drawn)	1.3	1%	-16	0	-3%	-1%	2%	-4	-27%
COc1cc(OC)cc(C(=O)Nc2ccc(S(=O)(=O)Nc3cnc4ccccc4n3)cc2)c1	1.8	-9%	-9	1	11%	?	3%	-13	9%
CCC(C)NC(=O)Nc1ccccc1C (stereo not drawn)	-0.4	1%	-3	-5	4%	4%	-4%	6	-2%
O=c1ccc2cc(S(=O)(=O)Nc3ccccc3F)ccc2o1	-2.2	-1%	-6	-10	-12%	0%	-10%	1	-4%
CCc1ccc(NC(=O)CCCOc2cc(=O)n(C)c3ccccc23)cc1	-0.7	-5%	16	-11	26%	1%	4%	-6	4%
Cc1nc2ccc(Cl)cc2[nH]1	0.3	-16%	3	-4	4%	8%	-1%	0	1%
Nc1ccccc1SC1CC(=O)N(Cc2ccccc2)C1=O (stereo not drawn)	4.7	?	-5	-2	-21%	-6%	10%	-4	-4%
Cc1ccc(C(O)P(=O)(OC(C)C)c2ccc(N(C)C)cc2)cc1 (stereo not drawn)	-3.9	3%	2	11	-8%	-8%	4%	2	1%
CC(CCc1ccccc1)NC(=O)CN1CCN(c2ccc(O)cc2)CC1 (stereo not drawn)	-0.6	-3%	10	-12	-9%[0.307 µM]	-6%	14%	-16	-1%[0.307 µM]
COc1cc(CN2CCN(Cc3cccc(OC)c3OC)CC2)cc(OC)c1	-4.0	-2%	-10	-3	2%	?	7%	5	-3%
Cc1ccc(NC(=O)C2=CCN(S(=O)(=O)c3ccc(F)cc3)CC2)c(C)c1	-3.0	-11%	-11	4	-6%	-4%	-2%	8	-3%
Cc1ccc(C#CC[N+]2(C)CCCCC2)cc1	-0.7	3%	12	4	4%	5%	3%	1	12%
COc1cc(Cl)ccc1OCc1cc(C(=O)N2C[C@H]3CC[C@H]2C3)no1	-2.9	0%	2	-1	-2%	-12%	4%	0	-3%
O=C(NCCc1nccs1)C1CCC(=O)N(Cc2cccc(C(F)(F)F)c2)C1 (stereo not drawn)	3.2	4%	13	10	1%	-13%	7%	-2	1%
COc1ccc(NC(=O)Nc2ccc3c(c2)CCC3)cc1	-2.2	-4%	0	5	8%	-2%	-2%	-13	-8%
CC(=O)c1cccc(OCc2cc(C(=O)N3C[C@@H](C)O[C@@H](C)C3)no2)c1	-1.6	?	20	8	39%[activator]	-7%	10%	6	-1%
COC(=O)[C@@]12CCCCN1[C@H](c1ccc(-c3ccc(F)cc3)c(OC)c1)[C@@H]1C(=O)N(C)C(=O)[C@@H]12	0.1	-8%	27	11	10µM*	-15%	-1%	24	-14%
O=C(Cn1cnc2ccccc21)Nc1ccc(SC(F)F)cc1	-0.6	-9%	10	-8	?	-2%	10%	2	2%
CC(=O)c1ccc(NS(=O)(=O)c2ccc(Br)s2)cc1	.	.	.	-6	3%	.	0%	.	4%
CCCOc1ccc(N2C(=O)CC(N3CCCC(C(=O)N4CCCC4)C3)C2=O)cc1 (stereo not drawn)	-0.4	-7%	0	3	12%	4%	-12%	-10	-4%
O=C(Cn1nc(Cc2cccnc2)c2ccccc2c1=O)NCc1ccc2c(c1)OCO2	-2.8	3%	12	3	13%	3%	-3%	9	-11%
O=C(CSc1nnnn1C1CC1)N1CCN(c2ccc(O)cc2)CC1	0.5	-10%	-12	0	?	-2%[11.6 µM]	-3%	-5	-3%
COc1ccc(/C(C)=N/N=C2/NC(=O)CC(C(=O)O)S2)cc1 (stereo not drawn)	-2.0	12µM*	8	0	-22%	-2%	2%	-18	4%
